Nrf2 block: blocks Nrf2 signaling; A549 ARE-Fluc reporter, luciferase luminescence, 18-24 h; Potency, µM (series often up to 46 µM), inactives show at the highest dose activity change, negative = inhibition, actives largely listed as inhibitors; hit rate 2.1% among 360,000; further: on the % scale 0 is the no-effect control and ±100 the full control effect; nearly all actives have a fitted effect of over 60% in size
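Nrf2 activity is the BugLite luminescence, read 15 min after reagent at room temperature, following CellTiter-Fluor cytotoxicity readout (30 min, 37C). Compound titrations were applied for 18-24 h to 5000 A549 ARE_Fluc cells/well in 5% FBS OPTI-MEM.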
MCF10A rereplic: inducers of DNA re-replication in MCF 10A breast cells. MCF 10A DNA re-replication, Hoechst nuclear intensity, 48 h. Potency, µM (highest dose often 46.1 µM), inactives show top-dose activity, positive = re-replication, hits mostly activators. hit rate 2.9% among 350,000; further: % of control where 0% means no effect; nearly all actives have a fitted effect of over 50% in size
HepG2 viability: counter-screen for TGF-b inhibitors: cytotoxicity in HepG2 cells; hit rate 0.76% among 410,000; Potency, µM (highest dose often 46.1 µM), inactives show top-dose activity change, negative = cytotoxicity, most hits filed as cytotoxic; HepG2 CAGA-GFP viability, ATP luminescence, 18 h; further: some results filed as inactive show a strong effect at the top dose
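CellTiter-Glo luminescence gave cytotoxicity after 18 hours at 37 degrees C. The cells were HepG2 CAGA-GFP in 1% FBS DMEM, stimulated with 500 pg/mL TGF-beta after compound addition. %Activity was normalised to no-cell wells (complete cell-killing) and DMSO (no toxicity), and curves were fitted and classified.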
Nrf2 ARE act: activators of Nrf2 (ARE) signaling | AREc32 ARE-luciferase reporter (MCF7-derived line), luminescence, 24 h | Potency, µM (series often up to 46.1 µM), without a hit: top-dose activation, actives largely listed as activators | hit rate 0.31% among 410,000; further: % of control where 0% means no effect; nearly all actives have a fitted effect of over 65% in size
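ARE-driven firefly luciferase activity in AREc32 cells measured after a 24 hr compound exposure at 37 deg C, using Steady-Glo reagent and a 30 min room-temperature hold.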
TGFb SMAD3 inh: blocks TGF-b signaling; HepG2 CAGA-GFP TGF-b/SMAD3 reporter, GFP fluorescence, 18 h; TGF-beta stimulated, 500 pg/mL final; hit rate 1.2% among 410,000; Potency, µM (top dose mostly 46.1 µM), for inactives: at the highest dose activity, negative = inhibition, usual class: inhibitors; AID 588855; further: on the % scale 0 is the no-effect control and ±100 the full control effect; nearly all actives have a fitted effect of over 65% in size
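Using HEPG2 CAGA-GFP reporter cells at 1000 cells/well, we pinned test compounds, stimulated with recombinant TGF-beta (500 pg/mL final) and measured total well GFP after 18 h.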
ATXN2 expr inh: ATXN2 expression inhibition. HEK-293 ATXN2-luciferase reporter, luminescence, 24 h. Potency, µM (top dose mostly 57 µM), for the others: at the highest dose activity change, negative = inhibition, usual class: inhibitors. hit rate 0.72% among 360,000. AID 1745845; further: on the % scale 0 is the no-effect control and ±100 the full control effect; nearly all actives have a fitted effect of over 55% in size
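qHTS (up to 57 uM final) was run with 24 h compound exposure of reporter cells at 37 °C. Each well was multiplexed: SteadyGlo luminescence measured ATXN2-luciferase expression after a fluorogenic Gly-Phe-AFC viability readout (25 uM final).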
ATXN viability: cell viability loss in ATXN counter-screen | S2 cells (HEK-293 line with an ATXN2-luciferase reporter) viability, CellTiter-Fluor protease fluorescence, 24 h | Potency, µM (highest dose often 56.7 µM), most hits filed as cytotoxic | hit rate 0.49% among 400,000; further: nearly all actives have a fitted effect of over 40% in size
A549 tox: A549 cytotoxicity, counter-screen for Nrf2 inhibitors | A549 ARE-Fluc cells, CellTiter-Fluor viability, 18-24 h | Potency, µM (series often up to 46 µM), for inactives: at the top dose activity change, negative = cytotoxicity, actives largely listed as inhibitors | hit rate 0.16% among 390,000 | AID 504648; further: on the % scale 0 is the no-effect control and ±100 the full control effect
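Cytotoxicity counterscreen: CellTiter-Fluor fluorescence was measured in A549 ARE_Fluc cells after 18-24 h of compound exposure in a concentration series. The subsequent BugLite luminescent read reports ARE-luciferase activity.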
EPAC2 antagonist: antagonists of human EPAC2; EPAC2 GEF exchange of Rap1B-BODIPY-GDP, fluorescence; Potency, µM (titrated, usually from 114 µM), without a hit: at the top dose activity, negative = inhibition, actives largely listed as inhibitors; hit rate 0.18% among 360,000; further: on the % scale 0 is the no-effect control and ±100 the full control effect; nearly all actives have a fitted effect of over 45% in size; many of its hits are not listed in these tables
Target sequence (Q8WZA2 whole entry, looked up): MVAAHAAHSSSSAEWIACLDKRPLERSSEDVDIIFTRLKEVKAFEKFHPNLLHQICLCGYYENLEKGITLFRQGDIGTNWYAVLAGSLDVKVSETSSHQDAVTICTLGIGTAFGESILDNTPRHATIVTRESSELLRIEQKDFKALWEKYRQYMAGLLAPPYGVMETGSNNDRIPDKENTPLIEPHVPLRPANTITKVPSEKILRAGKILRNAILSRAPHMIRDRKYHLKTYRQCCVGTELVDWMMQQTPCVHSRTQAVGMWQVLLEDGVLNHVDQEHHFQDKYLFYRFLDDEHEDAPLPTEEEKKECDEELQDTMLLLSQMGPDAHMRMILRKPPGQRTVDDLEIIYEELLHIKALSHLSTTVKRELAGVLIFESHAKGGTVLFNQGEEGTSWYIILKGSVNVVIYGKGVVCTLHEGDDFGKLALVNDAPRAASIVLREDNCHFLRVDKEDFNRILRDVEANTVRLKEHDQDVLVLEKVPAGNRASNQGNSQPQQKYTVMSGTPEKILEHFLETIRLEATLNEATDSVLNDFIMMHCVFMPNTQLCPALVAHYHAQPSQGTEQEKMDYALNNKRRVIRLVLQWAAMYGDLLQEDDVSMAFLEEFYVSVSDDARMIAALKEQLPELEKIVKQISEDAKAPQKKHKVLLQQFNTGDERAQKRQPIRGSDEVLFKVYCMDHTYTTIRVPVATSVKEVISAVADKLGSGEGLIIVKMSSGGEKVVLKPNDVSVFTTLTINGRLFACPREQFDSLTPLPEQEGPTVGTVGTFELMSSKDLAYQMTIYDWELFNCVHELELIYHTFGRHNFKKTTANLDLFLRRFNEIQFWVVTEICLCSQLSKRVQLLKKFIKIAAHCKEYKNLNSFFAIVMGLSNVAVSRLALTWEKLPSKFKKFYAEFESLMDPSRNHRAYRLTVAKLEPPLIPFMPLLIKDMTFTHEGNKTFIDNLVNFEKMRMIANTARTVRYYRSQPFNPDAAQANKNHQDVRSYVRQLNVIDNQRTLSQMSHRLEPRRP
Active calls of the source: *; i = inactive; ? = inconclusive; . = not tested or not shown; [ ] = remark or other dose. The call rests on the fitted dose curve; in most records, active means well fitted curve in the direction sought with a large enough effect; inconclusive means small, poorly fitted or top-dose-only effect, or another doubt; inactive means no such curve, though single readings can be large; an effect the other way counts as inactive or inconclusive. Potency means the concentration at half of the fitted maximal effect. This is a subset; rates above refer to the full screens.

SMILES	Nrf2 block	MCF10A rereplic	HepG2 viability	Nrf2 ARE act	TGFb SMAD3 inh	ATXN2 expr inh	ATXN viability	A549 tox	EPAC2 antagonist
Cc1ccn2c(NC(=O)c3ccco3)c(-c3ccccc3)nc2c1	1%	-7%	-1%	0.4%	-18%	-9%	i	-12%[1.84 µM]	3%
Cc1ccc(-n2nc3c(c2NC(=O)CCC2CCCCC2)CS(=O)C3)cc1 (centres undefined)	4%	10%	-46%	-0.1%	?	0%	i	0%	4%
Fc1ccccc1Nc1n[nH]c(=S)s1	26%	24%	-9%	7.8%	-21%	16%	i	7%	-8%
CCc1cc2c(SCC#N)ncnc2s1	?	-6%	6%	3.4%	6%	2%[11.3 µM]	i	-1%	-8%
CCc1ccc(S(=O)(=O)NCc2csc(C)n2)cc1	?	6%	0%	-0.1%	2%	-26%	?	-7%	2%
CN(C)c1nnnn1-c1cccc(Oc2ncc(C(F)(F)F)cc2Cl)c1	?	6%	-21%	-0.3%[9.22 µM]	4%	-5%	i	9%	-7%
Cc1cc(N/N=C/c2ccc(N(C)C)cc2)nc(NCc2ccccc2)n1	?	8.2µM*	-51%	3.0%	?	-27%	i	-11%	5%
CCc1nnc(NC(=O)Cn2nc(-c3ccc(OC)c(OC)c3)ccc2=O)s1	-21%	-2%	3%	-0.7%	6%	-26%	i	-4%	-1%
CCOc1ccc2ncc3c(-c4cccc(OC)c4)nn(-c4ccccc4)c3c2c1	-14%	.	-4%	-1.0%	?	-9%	i	24%	.
CC(=O)COC(=O)c1cc(-c2ccc(C)cc2)nc2ccccc12	?	-1%	-23%	-0.3%	-10%	.	i	23%	-2%[57.1 µM]
Cc1cc(NC(=S)Nc2ccc(C)c(Cl)c2)n[nH]1	?	0%	0%	9.8%	?	.	i	-13%	-21%
COc1ccc(S(=O)(=O)N(C)C)cc1NC(=O)CN1CCN(C(=O)C2CC2)CC1	1%	18%	-16%	-0.6%	-11%	.	?	-2%	10%
CC(Oc1ccc2c3c(c(=O)oc2c1)CCC3)C(=O)NCc1cccnc1 (centres undefined)	-1%	1%	-38%	-0.7%	9%	-10%	i	2%	21%
N/C(CC(=O)NC1CCCCC1)=N\OCC(=O)Nc1ccc(Cl)c(Cl)c1	-2%	8%	-13%	0.1%	-24%	-23%	i	-1%	-13%
NC(=O)c1cc2ccncc2c2ccccc12	?	?	-45%	-2.3%	?	.	i	-13%	3%
Cc1cc(Cl)ccc1OC(C)C(=O)NNC(=O)C1CCCCC1C(=O)O (centres undefined)	-10%	-20%	-11%	0.3%	-4%	-13%	i	7%	-4%
C[C@H](NC(=O)C1CCN(S(=O)(=O)c2ccccc2)CC1)C(=O)NCc1ccccc1	10%	8%	2%	-1.5%	3%	6%	i	5%	8%
Cn1nc(/C=C/c2ccccc2)ccc1=O	?	3%	-36%	6.2%	6%	69%[activator]	i	-12%	-3%
COc1ccc(CN2CCN(C(=O)CCC(=O)Nc3nnc(C(F)(F)F)s3)CC2)cc1F	?	12%	-6%	0.4%	-6%	-8%	i	-19%	1%
O=C1CS/C(=N/N=C/c2cccs2)N1	2%	-1%	-1%	3.4%	-4%	8%	i	0%	15%
COc1cc(C(=O)NCCOc2cc(C)ccc2C(C)C)cc(OC)c1OC	-60%	?	-13%	0.3%	?	-30%	i	-4%	?
O=C(Cn1nc(-c2ccccc2)ccc1=O)Nc1ccc(-n2cnnn2)cc1	3%	-9%	3%	-0.2%	3%	2%	i	5%	4%
Cc1ccc(NC(=O)Cn2nnc3ccccc32)c(C)c1	2%	-4%	-4%	0.1%	4%	-14%	i	2%	3%
COC(=O)c1ccc(COc2ccc3c(c2)CCC3)o1	?	2%	-5%	-0.1%	-3%	80%[activator]	i	-1%	-15%
O=C(CN1C(=O)COc2ccc(S(=O)(=O)NC3CCCC3)cc21)Nc1ccc(Cl)cc1	-3%	.	-22%	6.9%	?	-18%	.	-1%	.
CCOc1ccc(CCNC(=O)COC(=O)CSc2ccc(C)cc2)cc1OCC	4%	0%	5%	0.1%	0%	0%	i	-3%	-1%
CC(=O)Nc1cccc(NC(=O)c2cc(-c3ccccn3)nc3ccc(Cl)cc23)c1	3%	-3%	-10%	0.3%	-5%	-10%	i	3%	-3%
CC1CCn2c(nc3cc(C(=O)NCCc4ccc(Cl)cc4)ccc32)C1 (centres undefined)	.	.	-22%	2.4%	0%	.	.	11%	.
CCc1ccc(NC(=O)CNC(=O)c2nn(-c3ccc(OC)cc3)c(=O)c3ccccc23)cc1	-24%	?	-1%	0.0%	1%	-9%	i	-4%	18%
CC(=O)Nc1ccc(NC(=O)CSc2cn(CC(=O)N(C(C)C)C(C)C)c3ccccc23)cc1	1%	.	-2%	3.3%	0%	.	.	-2%	.
Cc1ccc(S(=O)(=O)N2CCOC2CNC(=O)C(=O)NCc2ccccn2)cc1 (centres undefined)	14%	0%	-5%	1.5%	?	6%	i	0%	-4%
CCOc1ccc(-n2c(=O)c3c(C)c(C)sc3n(Cc3ccccc3C)c2=O)cc1	3%	.	0%	0.3%	6%	1%	i	0%	.
CNC(=O)C(=O)NCC(c1ccc2c(c1)OCO2)N1CCOCC1 (centres undefined)	.	.	7%	-0.2%	0%	3%	i	2%	.
CC1CC(=O)Nc2ccccc2N1C(=O)COc1cc(Cl)ccc1Cl (centres undefined)	-9%	?	5%	-1.0%	13%	-11%	i	-1%	-2%
COc1ccc(C(=O)NCC(=O)OCC(=O)N2CC(C)OC(C)C2)cc1OC (centres undefined)	14%	-5%	-5%	-0.4%	5%	5%	i	3%	4%
CCC(C(=O)N1CCCC1)n1nc(C)c2c(C)n(-c3ccccc3)nc2c1=O (centres undefined)	-25%	0%	5%	-0.8%	?	1%	i	-8%	4%

Whole records as entered above.
`CC1CCn2c(nc3cc(C(=O)NCCc4ccc(Cl)cc4)ccc32)C1` (centres undefined) reads Nrf2 block: .; MCF10A rereplic: .; HepG2 viability: -22%; Nrf2 ARE act: 2.4%; TGFb SMAD3 inh: 0%; ATXN2 expr inh: .; ATXN viability: .; A549 tox: 11%; EPAC2 antagonist: .
`CNC(=O)C(=O)NCC(c1ccc2c(c1)OCO2)N1CCOCC1` (centres undefined) reads Nrf2 block: .; MCF10A rereplic: .; HepG2 viability: 7%; Nrf2 ARE act: -0.2%; TGFb SMAD3 inh: 0%; ATXN2 expr inh: 3%; ATXN viability: i; A549 tox: 2%; EPAC2 antagonist: .

Continuation:
SMILES	Nrf2 block	MCF10A rereplic	HepG2 viability	Nrf2 ARE act	TGFb SMAD3 inh	ATXN2 expr inh	ATXN viability	A549 tox	EPAC2 antagonist
O=c1oc2cc(S(=O)(=O)NCCCO)ccc2c2ccc(S(=O)(=O)NCCCO)cc12	-13%	-16%	-9%	-0.5%	-5%	-9%	i	0%	3%
COc1ccc(-c2cccc(C(=O)Nc3ccc(C)cc3)c2)cc1	-24%	3%	2%	0.1%	0%	-4%	i	-4%	-4%
COc1ccccc1C(=O)Nc1c2c(nn1-c1cccc(C)c1C)CS(=O)(=O)C2	?	-1%	-7%	0.2%	-3%	-29%	?	?	12%
Cc1cc(Nc2ccc(Cl)cc2)n2ncnc2n1	-10%	0%	-27%	-0.4%	-15%	0%	i	-2%	-7%
CC(=O)c1cccc(NC(=O)Cn2c(SCC(=O)Nc3ccc(F)cc3)nc3ccccc32)c1	.	.	-9%	3.5%	-1%	-13%	i	-1%	.
CSc1ccccc1CNc1nc(NCC2CC2)nc2ccsc12	.	.	11µM*	-1.5%	16µM*	?	14µM*	.	-2%
Cc1nc(N)sc1C(=O)OCC(C)C	3%	0%	-23%	0.8%	7%	3%	i	-1%	1%
CC(=O)Nc1sc(C)c(C)c1C(=O)OCC(=O)N(CCC#N)c1cc(C)cc(C)c1	3%	-3%	1%	-0.1%	4%	11%	i	3%	8%
Cc1ccc(C2Nc3cc(C)c(C)cc3-n3c(-c4ccccc4)c4c(=O)n(C)c(=O)n(C)c4c32)o1 (centres undefined)	6%	.	-21%	-0.8%	-22%	?	i	7%	.
O=C(OCC(=O)N1CCN(C(=O)c2ccco2)CC1)c1cccc(O)c1	2%	1%	3%	-0.5%	-9%	-1%	i	4%	3%
Clc1ccc(SCc2cc(-c3ccccc3)no2)cc1	.	3%	-1%	1.0%	-4%	39%[activator]	i	9%	-1%
CC(=O)NCCNc1nc(NCc2cccs2)nc2ccsc12	.	.	-1%	8.7%	-1%	14%	i	.	9%
O=S(=O)(NCCc1csc2nc(-c3ccc(F)cc3)nn12)c1ccc(Oc2ccccc2)cc1	.	.	-49%	0.5%	0%	.	.	-13%	.
Cc1ccc(NC(=O)N2CCCN(Cc3ccc(F)cc3)C2)cc1C	-2%	7%	-90%	2.0%	-7%	-25%	i	2%	-5%
CCc1ccccc1Nc1sc(C(=O)c2cccc(OC)c2)c(N)c1S(=O)(=O)c1ccccc1	-19%	.	8%	3.6%	0%	.	.	0%	.
Cn1c(=O)c2sccc2n2c(CCCC(=O)NCCc3ccccc3)nnc12	1%	0%	-1%	-0.3%	7%	.	i	-3%	3%
COc1ccc(N=C2C(=O)N3CCCc4cccc2c43)cc1	14%	8%	9%	1.9%	4%	6%	i	1%	1%
CCN(CCn1cccn1)Cc1nc(-c2ccc(C(=O)OC)cc2)no1	-7%	-16%	15%	0.9%	3%	-11%[11.3 µM]	i	-1%	-10%
Cn1cc(Br)c(C(=O)Nc2sc3c(c2C(N)=O)CCCC3)n1	10%	5%	-31%	3.9%	-10%	42%[activator]	i	1%	-2%
CCOC(=O)C(CC)(CC)C(=O)/C=C/c1ccc(OC)cc1	-21%	?	2%	?	-25%	?	i	?	?
COc1ccc(C(=O)NC(=S)Nc2ccc3c4c(cccc24)CC3)cc1OC	7.3µM*	?	36%	-0.8%	-7%	-28%	i	-16%	-11%
Cc1ccc2nc(C)c(C(=O)O)cc2c1	11%	-2%	0%	-0.1%	-28%	25%	i	-3%	-3%
COc1ccc(S(=O)(=O)NC(C)c2ccccc2)cc1C(=O)N1CCCCC1 (centres undefined)	-10%	8%	0%	0.2%	8%	7%	i	-3%	-1%
O=C(Cc1c(F)cccc1Cl)N/N=C/c1cccs1	8%	9%	-19%	3.9%	-1%	29%	i	-3%	2%

Screens as filed in PubChem BioAssay.
